ASAP1 GAP inh: ASAP1 ArfGAP inhibition; Q9ULH1; 360,000 compounds, 0.19% hits; inhibition, % at 16.5 µM; ASAP1-stimulated ARF1 GTP hydrolysis, GDP FP detection; in the data active = inhibition above about 25%;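 note: 0% = vehicle with enzyme and substrate and 100% = no enzyme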
Target sequence (Q9ULH1 325-724 limits assumed): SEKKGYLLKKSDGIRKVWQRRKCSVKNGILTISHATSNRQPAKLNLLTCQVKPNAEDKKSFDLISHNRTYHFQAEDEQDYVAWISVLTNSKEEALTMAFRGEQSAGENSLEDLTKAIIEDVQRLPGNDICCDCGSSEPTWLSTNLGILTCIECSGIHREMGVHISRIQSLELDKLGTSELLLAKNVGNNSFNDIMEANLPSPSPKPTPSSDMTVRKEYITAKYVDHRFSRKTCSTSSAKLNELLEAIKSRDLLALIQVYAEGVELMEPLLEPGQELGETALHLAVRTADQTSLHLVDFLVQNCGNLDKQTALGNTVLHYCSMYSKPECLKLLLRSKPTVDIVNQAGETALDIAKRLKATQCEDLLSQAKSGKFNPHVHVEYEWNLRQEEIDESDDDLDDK
PLC-gamma1 inh: PLC-gamma1 (human) inhibition, primary screen; P19174; purified PLC-gamma1, fluorogenic substrate, fluorescence; inhibition, % at 12.2 µM; 370,000 compounds, 0.84% hits; AID 720700; in the data active = inhibition above about 9.5%
DDE Tn7 FP inh: disrupts Tn7 cyclic peptide binding to fibrin D-Dimer-E complex. FP displacement of FITC-Tn7 peptide from fibrin DD(E); 0% = median of compound wells per plate. inhibition, % at 8.3 µM. 370,000 compounds, 0.13% hits;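 active = inhibition above the mean of compounds falling within the control limits plus 3 SD of them, cut at about 14% in these data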;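 note: 0% = plate median of compound wells and 100% = 10 µM Aha-Tn7 peptide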
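Assay system: human fibrin DD(E). Input: DD(E) 2 µM final. Medium: Tris buffer with calcium and detergent, pH 7.8. Compound dosing: single point at 8.3 µM. Timing: 10 min plus 3 h, room temperature. Technique: fluorescence polarization of the labelled Tn7 tracer. Read-out: percent inhibition. Replicates: singlicate testing.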
ARFGAP1 inhibitor: inhibitors of rat ARFGAP1; Q62848; Arfgap1-stimulated ARF1 GTP hydrolysis, GDP FP detection; inhibition, % at 16.5 µM; 360,000 compounds, 0.26% hits; AID 651572;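 active = inhibition above a per-plate limit, mean inhibition of low control wells plus 3 SD, cut at about 25% in these data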;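 note: 0% = DMSO wells with enzyme and 100% = wells lacking Arfgap1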
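Material: rat Arfgap1 catalytic domain, aa 1-136; also added: human ARF1(Δ1-17)-GTP substrate; compound dosing: one concentration, 16.5 µM, DMSO 1.26%; incubation: GTP hydrolysis reaction 2 h at 25 °C; measured by: Tracer-displacement fluorescence polarization with EDTA stop, 620/688 nm; evaluation: % inhibition from polarization; repeats: one replicate per compound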
DDE Tn6 FP inh: DD(E)-Tn6 binding inhibition, primary FP screen; Fibrin DD(E) TRITC-Tn6 fluorescence polarization displacement; AID 720509; 370,000 compounds, 0.21% hits; inhibition, % at 8.3 µM;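 active = inhibition above a per-campaign cutoff: mean of compounds within control limits plus 3 SD, cut at about 15% in these data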;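 note: 0% = median of all compound wells on the plate and 100% = blocking peptide control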
ADAM10 inh: inhibits human ADAM10; O14672; recombinant ADAM10, EDANS/DABCYL FRET peptide cleavage, 3 h; inhibition, % at 7 µM; 370,000 compounds, 0.62% hits;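 active = inhibition above a per-campaign cutoff equal to the mean of compounds falling between control-based bounds plus 3 SD, cut at about 20% in these data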;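 note: 0% = DMSO wells while the 100% control is not disclosed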
Target sequence (O14672 214-748 limits assumed): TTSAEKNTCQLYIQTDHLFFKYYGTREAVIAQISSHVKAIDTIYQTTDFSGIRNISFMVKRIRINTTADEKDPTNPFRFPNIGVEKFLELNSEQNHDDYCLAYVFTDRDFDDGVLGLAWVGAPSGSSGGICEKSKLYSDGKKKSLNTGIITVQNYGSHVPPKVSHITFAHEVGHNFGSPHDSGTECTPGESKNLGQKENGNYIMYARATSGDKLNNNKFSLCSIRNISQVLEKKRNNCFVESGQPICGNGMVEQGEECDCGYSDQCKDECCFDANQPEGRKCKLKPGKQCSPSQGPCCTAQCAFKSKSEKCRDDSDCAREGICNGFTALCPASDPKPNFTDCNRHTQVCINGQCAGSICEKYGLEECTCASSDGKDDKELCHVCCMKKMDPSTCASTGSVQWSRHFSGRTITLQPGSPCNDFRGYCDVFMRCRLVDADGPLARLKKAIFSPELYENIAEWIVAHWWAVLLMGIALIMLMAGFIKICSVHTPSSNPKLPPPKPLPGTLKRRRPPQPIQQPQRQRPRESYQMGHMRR
LEDGF integ inh: blocks HIV-1 LEDGF/p75-dependent DNA integration. AID 743269. inhibition, % at 3.7 µM. 370,000 compounds, 0.64% hits. TR-FRET IN-LEDGF/p75 DNA integration, Eu/Cy5;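 active = inhibition above the screen-wide mean plus 3 SD, cut at about 13% in these data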;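 note: signal is the Cy5 over europium emission ratio at 671 and 618 nm; 0% = plate median of compound wells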
TDP2 inh: TDP2 (human) inhibition, absorbance primary screen; recombinant TDP2, T5PNP hydrolysis, p-nitrophenol absorbance 415 nm; O95551; inhibition, % at 12.8 µM; 370,000 compounds, 0.34% hits; AID 720702;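 active = inhibition above the mean of all tested compounds plus 3 SD, set per campaign, cut at about 25% in these data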;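 note: 0% = DMSO with enzyme and 100% = buffer with substrate but no TDP2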
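Test system: human TDP2 enzyme; Input: 120 nM TDP2 per well; Buffer or medium: Mg2+-containing Tris-HCl buffer, pH 7.5; Reagent: 5 mM T5PNP; Dosing: 12.8 µM single point, 1% DMSO; Incubation: reaction 2 h, 37 °C; Detection: p-Nitrophenol epi absorbance; Read-out: % inhibition relative to enzyme-containing and enzyme-free wells; Replicates: single well per compound.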
KLK7 zymogen act: activators of human kallikrein-7 zymogen | purified proKLK7, EDANS-DABCYL substrate fluorescence; 100% is mature enzyme control, 0% vehicle | activation, % at 7 µM | 370,000 compounds, 0.9% hits | AID 652039;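 active = activation above the mean of all tested compounds plus 3 SD, computed per campaign excluding outliers beyond control limits, cut at about 13% in these data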
ADAM17 inh: inhibits human ADAM17 | P78536 | recombinant ADAM17, EDANS/DABCYL FRET peptide cleavage | inhibition, % at 6.95 µM | 370,000 compounds, 0.83% hits;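 active = inhibition above the mean of compounds lying between control limits plus 3 SD, set per campaign, cut at about 8.5% in these data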;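 note: 0% = DMSO-only wells as the low control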
Numbers without * were called inactive; i = inactive; . = no result given. Rows are unselected. Share with any hit: about 4.2%.

SMILES | ASAP1 GAP inh | PLC-gamma1 inh | DDE Tn7 FP inh | ARFGAP1 inhibitor | DDE Tn6 FP inh | ADAM10 inh | LEDGF integ inh | TDP2 inh | KLK7 zymogen act | ADAM17 inh
CC1CCCN(C(=O)Cn2c(=O)oc3cc(S(=O)(=O)N4CCCCC4)ccc32)C1 (configuration not stated) | 7 | 2 | 5 | -5 | -13 | -3 | -2 | 5 | 0.6 | 0
CCc1ccc(C2CC3C(CN2S(=O)(=O)c2ccc(C)cc2)[C@@H](O)C[C@@H](c2ccc(CC)cc2)N3S(=O)(=O)c2ccc(C)cc2)cc1 (some centres not stated) | -6 | -1 | 1 | 5 | 6 | 3 | -2 | 5 | 0.0 | 5
NC(=O)c1ccc(C(F)(F)F)n(Cc2ccc(Cl)cc2)c1=O | -1 | -1 | -2 | 4 | 3 | 7 | -4 | -10 | 0.6 | -1
Cc1cc(-c2n[nH]c(=S)n2/N=C/C=C/c2ccco2)n[nH]1 | -11 | -5 | -2 | 8 | -1 | -7 | 7 | 3 | 0.1 | -3
CCCCN1C(=O)C(O)(c2ccccc2)c2cc(Br)ccc21 (configuration not stated) | 1 | 2 | -4 | -5 | -3 | 11 | 4 | -23 | 0.2 | 6
COc1cc(C(=O)NCC(=O)N/N=C(/C)c2cccs2)cc(OC)c1OC | -11 | 0 | 3 | 9 | -3 | -7 | -1 | -8 | 0.3 | 0
Cc1ccccc1C(=O)NCCCNC(=O)c1ccccc1C | 7 | 1 | 8 | 2 | 2 | -2 | -9 | 6 | 0.4 | -3
CN(C)CCCNC(=O)/C(=C/c1ccc(-c2ccc([N+](=O)[O-])cc2)o1)NC(=O)c1ccccc1 | -4 | -147 | 1 | -7 | 3 | -2 | -4 | -6 | 0.2 | 1
O=[N+]([O-])c1cccc2c(N3CCOCC3)ccnc12 | -3 | 6 | -4 | 11 | -7 | -11 | -4 | -14 | 0.3 | -5
Cc1cccc(NC(=O)CN2C(=O)CCS(=O)(=O)c3ccccc32)c1C | 11 | 7 | -5 | 16 | 2 | -5 | 1 | -13 | 0.1 | 5
CCN(CC)CC(=O)c1ccc(-c2ccccc2)cc1 | -9 | -4 | -11 | 6 | 3 | -7 | 4 | -4 | 0.0 | -5
CCCC1(C(=O)OCC)NC(c2ccc(OC)cc2OC)C2C(=O)N(c3ccc4c(c3)OCCO4)C(=O)C21 (configuration not stated) | -6 | -2 | 1 | -3 | -5 | 4 | 2 | -10 | 0.7 | -4
CC1(C)CC(Nc2ccc(Nc3ccccc3)cc2)CC(C)(C)N1 | 20 | -6 | -4 | -1 | 2 | -6 | 2 | 10 | 0.7 | -2
NC(=O)Cn1c(=O)n(CCC(=O)Nc2ccc(F)cc2)c(=O)c2sccc21 | -8 | -1 | -9 | 9 | 7 | -8 | 0 | 9 | 0.4 | -2
Cn1cncc1C#Cc1c(-c2ccsc2)sc2ccccc12 | -7 | -42 | -6 | 1 | -1 | -90 | 1 | 4 | -21 | -29
Oc1ccc(Cl)cc1CNCc1ccc(F)cc1 | -3 | 2 | 5 | -5 | 9 | 4 | 0 | -4 | 0.8 | 0
C=CCOc1ccc(/C=C/C(=O)OCC(=O)NCc2cccc(OC)c2)cc1 | -5 | -6 | 1 | 9 | -4 | -7 | -2 | -1 | -0.9 | 0
CC(C)NS(=O)(=O)c1ccc(CCC(=O)NCc2ccco2)cc1 | -10 | 3 | 1 | 2 | -3 | -6 | 0 | 3 | -0.2 | 0
COc1cc2c(cc1OC)-c1cc3ccc4c(c3c[n+]1CC2)OCO4 | 11 | i | 1 | 0 | -1 | -60 | 5 | 26* | 2.3 | -16
CC(NC(=O)CCNC(=O)c1ccccc1Cl)c1ccc(-n2ccnc2)cc1 (configuration not stated) | 10 | 0 | 4 | -12 | 4 | -3 | -5 | 1 | -0.2 | -1
Cc1coc(=N)n1CC(=O)c1ccc(Cl)cc1 | -4 | -3 | -3 | -13 | -3 | -9 | 0 | 2 | -0.9 | -1
Cc1cccc(N=C2NC(=O)/C(=C/c3cccn3C)S2)c1C | 3 | -5 | 2 | -1 | 9 | 7 | -2 | 9 | 0.6 | 4
O=C(O)CCCN1C(=O)/C(=C\C(Cl)=C\c2ccccc2)SC1=S | 33* | -4 | 6 | 0 | 1 | -12 | 2 | -12 | 0.5 | 1
CN(C)c1nc(OCCNC(=O)Nc2ccccc2)nc(N2CCCCC2)n1 | -3 | 3 | 1 | -10 | -6 | 3 | -1 | 2 | -0.3 | -2
COC(=O)C1=CN(Cc2cccs2)C=C(C(=O)OC)C1c1ccc(OC)cc1OC | -2 | -490 | 3 | -5 | 3 | i | -4 | -2 | -16 | -455
COc1ccc([N+](=O)[O-])cc1NC(=O)CSc1nccc(C)n1 | -6 | 4 | -3 | 6 | -3 | 15 | 5 | -8 | -0.5 | 6
Cc1ccc(C(=O)NCCCn2ccnc2)o1 | 16 | 1 | -7 | 6 | -1 | -5 | 1 | -12 | 0.2 | -2
CCN(CC(=O)NC(=O)NCc1ccccc1)Cc1ccccc1 | -2 | 3 | -1 | 5 | 6 | 5 | -2 | -2 | -0.7 | 1
CC(C)(C)NC(=O)C(c1ccc(O)cc1)N(Cc1ccco1)C(=O)CCC(=O)Nc1ccccn1 (configuration not stated) | -2 | 5 | -3 | 5 | -6 | 5 | 3 | -14 | -0.1 | -3
O=Cc1ccc(OC(=O)/C=C/c2ccccc2)cc1 | 4 | 2 | 0 | -7 | 2 | 8 | 2 | -5 | -0.3 | -2
COc1ccc(/C=C/C(=O)NC(=S)Nc2ccccn2)cc1 | -8 | -2 | 1 | 8 | 3 | -20 | -4 | -11 | -0.8 | -7
CC(=O)c1cccc(N(CC(=O)NCC2CCCO2)C(=O)CCC(=O)Nc2cc(C)on2)c1 (configuration not stated) | -4 | -3 | 1 | -5 | 0 | -1 | -3 | -7 | 0.0 | -3
Cc1cccc(N2C(=O)CC(SC(=Nc3ccccc3)Nc3ccccc3)C2=O)c1 (configuration not stated) | 9 | 9 | -1 | 9 | -2 | 4 | 3 | -3 | 0.7 | 2
CC(=O)Nc1nc(C)nc(-c2ccccc2)c1C(C)=O | -9 | -2 | 0 | -6 | 6 | 0 | -3 | -5 | 0.3 | -1
CN1c2ccccc2C(=O)C(=C2SCCCS2)S1(=O)=O | -12 | 2 | 0 | -10 | -10 | 4 | 8 | -11 | 0.6 | 4
O=C(NCC1CC1)C1(C(F)(F)F)CC(CCCO)CCCO1 (configuration not stated) | -3 | 1 | -2 | -4 | 1 | -8 | 1 | 3 | -0.1 | -4
O=c1c2[nH]c3ccc(Cl)cc3c2ncn1CCN1CCCCC1 | -3 | 3 | 0 | 4 | -3 | -16 | -5 | -5 | 0.6 | -5
COc1ccc(CN(CCN2CCOCC2)C(=O)c2ccc(C)cc2)cc1OC | . | -2 | 2 | . | 2 | -10 | -1 | -9 | 0.4 | 3
CN(C)/C=N/c1cc(=O)[nH]c(=O)n1CC1CC1 | 3 | 2 | 0 | 5 | 4 | 1 | -2 | 1 | 0.0 | -4
CSCC[C@H](NC(=O)c1cccc(S(=O)(=O)N2CCN(C)CC2)c1)c1nc2ccccc2[nH]1 | 5 | 3 | 5 | -3 | 8 | -7 | 13 | -3 | 0.1 | 2
O=C(Nc1ccc(N2CCCCC2)cc1)c1cc(S(=O)(=O)N2CCOCC2)ccc1F | 12 | 2 | -5 | -7 | 9 | 1 | 0 | -3 | 0.4 | -4
CC(=O)Nc1ccc(C=CC=Cc2cccc([N+](=O)[O-])c2)cc1 | 1 | -4 | -1 | 14 | -1 | 2 | 7 | -7 | 1.0 | 2
N/C(=N\OC(=O)c1ccccc1F)c1ccc([N+](=O)[O-])cc1 | -10 | 3 | -3 | 0 | -5 | -6 | 5 | -4 | -5.7 | 0
Cc1ccc2nsnc2c1S(=O)(=O)N1CCN(C(=O)C2CCCO2)CC1 (configuration not stated) | -4 | 3 | -2 | -1 | -6 | 10 | 2 | -9 | 0.4 | 5
COc1ccc(N2CCN(CC(=O)NCc3ccc(Cl)cc3)CC2)cc1 | 8 | 2 | 4 | 2 | 1 | 3 | -4 | 11 | 0.3 | -1
CCCCCOc1ccc(N2C(=O)CC(N(O)c3ccccc3)C2=O)cc1 (configuration not stated) | -2 | -2 | 1 | -1 | 9 | 4 | 0 | -4 | 6.5 | 1
COc1ccc(NC(=O)CCN2CCCCC2)cc1 | 6 | 1 | 8 | 5 | 1 | -1 | 1 | 4 | 0.0 | -4

Compounds from the list above that contain two or more sulfur atoms:
SMILES | ASAP1 GAP inh | PLC-gamma1 inh | DDE Tn7 FP inh | ARFGAP1 inhibitor | DDE Tn6 FP inh | ADAM10 inh | LEDGF integ inh | TDP2 inh | KLK7 zymogen act | ADAM17 inh
CCc1ccc(C2CC3C(CN2S(=O)(=O)c2ccc(C)cc2)[C@@H](O)C[C@@H](c2ccc(CC)cc2)N3S(=O)(=O)c2ccc(C)cc2)cc1 (some centres not stated) | -6 | -1 | 1 | 5 | 6 | 3 | -2 | 5 | 0.0 | 5
Cn1cncc1C#Cc1c(-c2ccsc2)sc2ccccc12 | -7 | -42 | -6 | 1 | -1 | -90 | 1 | 4 | -21 | -29
O=C(O)CCCN1C(=O)/C(=C\C(Cl)=C\c2ccccc2)SC1=S | 33* | -4 | 6 | 0 | 1 | -12 | 2 | -12 | 0.5 | 1
CN1c2ccccc2C(=O)C(=C2SCCCS2)S1(=O)=O | -12 | 2 | 0 | -10 | -10 | 4 | 8 | -11 | 0.6 | 4
CSCC[C@H](NC(=O)c1cccc(S(=O)(=O)N2CCN(C)CC2)c1)c1nc2ccccc2[nH]1 | 5 | 3 | 5 | -3 | 8 | -7 | 13 | -3 | 0.1 | 2
Cc1ccc2nsnc2c1S(=O)(=O)N1CCN(C(=O)C2CCCO2)CC1 (configuration not stated) | -4 | 3 | -2 | -1 | -6 | 10 | 2 | -9 | 0.4 | 5

Assay outcomes (PubChem)
